# High-throughput results (PubChem BioAssay)
# GDH-TPI inh: GDH-TPI coupled enzyme inhibition counter-screen; GDH-TPI coupled enzyme counterscreen, NADH absorbance; inhibition, % at 4.8 µM; 360,000 compounds, 1.2% hits;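 further: 0% = DMSO wells and 100% = wells lacking the enzyme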
# FadD28 FP inh: M. tuberculosis FadD28 bisubstrate binding inhibition; FadD28 bisubstrate probe binding, fluorescence polarization; inhibition, % at 12.5 µM; 360,000 compounds, 0.22% hits; AID 588549; in the data active means inhibition above about 8.5%, passing the limit was not always enough; inconclusive means no clear call, values can overlap the other calls
# BoNT A protease: BoNT A light chain protease inhibition; multiplex microsphere protease substrate cleavage, flow cytometry; inhibition, % at 10 µM; 360,000 compounds, 0.17% hits; in the data active means inhibition above about 30%; inconclusive means no clear call, values can overlap the other calls; further: plate controls were buffer without enzyme for full effect and enzyme alone for no effect
# UGM FP inh: Mtb UDP-galactopyranose mutase inhibition; inhibition, % at 10 µM; P9WIQ1; 320,000 compounds, 0.06% hits; purified UGM, fluorescence polarization probe displacement; in the data active means inhibition above about 10%, passing the limit was not always enough; inconclusive means no clear call, values can overlap the other calls
# Target sequence (P9WIQ1 whole entry, looked up): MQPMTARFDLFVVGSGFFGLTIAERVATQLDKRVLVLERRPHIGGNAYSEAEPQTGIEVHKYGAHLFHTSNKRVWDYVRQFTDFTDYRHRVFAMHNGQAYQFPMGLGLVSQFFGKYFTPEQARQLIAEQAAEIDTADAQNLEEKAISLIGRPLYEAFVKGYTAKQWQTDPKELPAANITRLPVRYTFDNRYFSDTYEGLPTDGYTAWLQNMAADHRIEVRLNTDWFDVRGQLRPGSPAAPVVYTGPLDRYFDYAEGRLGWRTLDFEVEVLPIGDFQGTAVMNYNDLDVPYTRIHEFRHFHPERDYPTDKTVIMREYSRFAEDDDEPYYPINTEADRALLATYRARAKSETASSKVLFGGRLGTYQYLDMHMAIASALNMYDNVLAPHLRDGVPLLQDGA
# BioA inh: inhibitors of Mycobacterium tuberculosis BioA enzyme; inhibition, % at 9.99 µM; purified M. tuberculosis BioA enzyme, plate reader; 360,000 compounds, 0.096% hits; in the data active means inhibition above about 40%; inconclusive means no clear call, values can overlap the other calls
# BoNT F protease: blocks Botulinum neurotoxin F light chain protease; Multiplex microsphere protease cleavage assay, flow cytometry; inhibition, % at 10 µM; 360,000 compounds, 0.22% hits; in the data active means inhibition above about 35%, passing the limit was not always enough; inconclusive means no clear call, values can overlap the other calls; further: plate controls were buffer without enzyme for full effect and enzyme alone for no effect
# FBA Mtb inh: Mtb fructose-bisphosphate aldolase inhibition. P9WQA3. purified M. tuberculosis FBA, fluorescence read-out. inhibition, % at 1 µM. 360,000 compounds, 2.3% hits; in the data active means inhibition above about 27%;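 further: 0% = vehicle and 100% = reference inhibitor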
# Target sequence (P9WQA3 whole entry, looked up): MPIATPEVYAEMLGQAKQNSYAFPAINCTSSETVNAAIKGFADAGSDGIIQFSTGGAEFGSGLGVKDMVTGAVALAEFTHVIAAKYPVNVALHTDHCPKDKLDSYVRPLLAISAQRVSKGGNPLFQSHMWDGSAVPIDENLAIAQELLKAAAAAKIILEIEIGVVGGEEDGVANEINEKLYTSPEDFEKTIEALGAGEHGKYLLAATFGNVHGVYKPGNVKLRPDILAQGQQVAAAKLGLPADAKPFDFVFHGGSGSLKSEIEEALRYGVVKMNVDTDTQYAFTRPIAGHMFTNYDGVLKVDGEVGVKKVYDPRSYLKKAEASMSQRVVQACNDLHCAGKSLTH
# PrPC TRFRET: inhibitors of human cell surface prion protein PrPC. AID 720596. inhibition, % at 13.8 µM. TR-FRET read-out. 370,000 compounds, 0.43% hits; in the data active means inhibition above about 24%; further: 0% = median of the test wells and 100% = reference compound wells
# CCHFV vOTU inh: blocks the CCHF virus ovarian tumor domain protease. CCHFV vOTU protease, Pep-AMC fluorescence. inhibition, % at 11.5 µM. 370,000 compounds, 0.55% hits. AID 651958; further: 0% = vehicle wells with enzyme and 100% = no enzyme wells
# Active calls of the source: *; ? = inconclusive; . = no result given; & = joins results of further samples. Unless noted, no stated cut-off is given here; in the data, active means inhibition above about 30%; inactive means the rest.
SMILES,GDH-TPI inh,FadD28 FP inh,BoNT A protease,UGM FP inh,BioA inh,BoNT F protease,FBA Mtb inh,PrPC TRFRET,CCHFV vOTU inh
COc1ccc(CC(=O)NNC(=O)COc2ccc(F)cc2)cc1S(=O)(=O)N1CCOCC1,-8,-1.1,0.1,-1.7,-0.5,-5,1,-2,10
O=C(CCC(=O)Nc1cccc(C(F)(F)F)c1)NCC1CCCO1 (stereo not drawn),-17,0.3,-0.4,1.9,-0.8,?,-1,2,-5
CC(C)CNC(=O)CSc1nnc(-c2ccccn2)n1Cc1ccccc1,-1,1.8,0.5,-1.6,1.8,5,6,1,4
CN(Cc1nc2ccccc2[nH]1)C(=O)C1CCC(=O)N(C2CCCC2)C1 (stereo not drawn),4,0.8,0.3,-0.8,-0.9,-6,1,-5,13
CCCc1nc(-c2cc3cc(C)ccc3[nH]c2=O)no1,1,0.0,-0.1,1.0,0.1,-1,7,-6,2
CN(C)S(=O)(=O)Nc1cc(F)cc(F)c1,9,-2.2,-3.4,-0.1,-0.5,-12,1,3,-11
Cc1cc(C)n(CCC(=O)N2CCN(S(=O)(=O)c3ccccc3)CC2)n1,-6,-1.7,0.5,-1.6,-0.1,-10,-1,1,0
CCn1c(=O)c2sccc2n(CC(=O)NCCC2=CCCCC2)c1=O,-10,-4.3,1.9,0.3,-1.8,-12,-3,0,-7
O=C(O)CC1(CC(=O)NCc2cccc(Cl)c2)CCCCC1,-3,.,-1.8,1.3,0.2,-21,-2,-3,-6
O=C(Cc1cccc2ccccc12)Nc1nc(-c2cccc([N+](=O)[O-])c2)cs1,7,-1.4,-0.2,-0.6,.,-1,3,-6,2
CCn1cc(C(=O)O)c(=O)c2cc(F)c(N3CCN(S(=O)(=O)c4ccc(NC(=O)OC)cc4)CC3)cc21,9,-1.9,0.3,0.3,-0.3,3,3,-6,-13
CCCCN(C(=O)Nc1ccccc1)C1CCS(=O)(=O)C1 (stereo not drawn),7,.,-0.8,0.8,-0.2,-4,0,4,3
CNC(=O)c1[nH]cnc1C(=O)Nc1ccccc1,3,-6.1,0.5,-0.1,-1.2,-4,-2,-2,2
COc1ccc(/C(O)=C2\C(=O)C(=O)N(CCN(C)C)C2c2cccc(OC)c2OC)cc1 (stereo not drawn),21,-1.8,-0.5,-1.7,-0.3,-5,-2,6,1
Cn1c(=O)cc(SCC(=O)N2CCN(Cc3ccc4c(c3)OCO4)CC2)c2ccccc21,13,-0.6,1.7,0.9,2.2,0,1,-1,1

# The list goes on; it opens with the four that closed the last part.
SMILES,GDH-TPI inh,FadD28 FP inh,BoNT A protease,UGM FP inh,BioA inh,BoNT F protease,FBA Mtb inh,PrPC TRFRET,CCHFV vOTU inh
CCCCN(C(=O)Nc1ccccc1)C1CCS(=O)(=O)C1 (stereo not drawn),7,.,-0.8,0.8,-0.2,-4,0,4,3
CNC(=O)c1[nH]cnc1C(=O)Nc1ccccc1,3,-6.1,0.5,-0.1,-1.2,-4,-2,-2,2
COc1ccc(/C(O)=C2\C(=O)C(=O)N(CCN(C)C)C2c2cccc(OC)c2OC)cc1 (stereo not drawn),21,-1.8,-0.5,-1.7,-0.3,-5,-2,6,1
Cn1c(=O)cc(SCC(=O)N2CCN(Cc3ccc4c(c3)OCO4)CC2)c2ccccc21,13,-0.6,1.7,0.9,2.2,0,1,-1,1
CC(CCc1ccccn1)C(=O)c1ccccc1 (stereo not drawn),-12,.,0.0,.,-1.8,-2,0,1,-8
COc1ccccc1C(=O)n1nc(-c2cccnc2)nc1NCc1ccccc1,7,-1.4,-0.3,.,1.4,1,-2,1,5
CCOc1ccc(NC(=O)CSc2nc3ccccc3c(=O)n2CCCC(=O)NCCCN2CCCC2=O)cc1,-9,-5.1,-1.2,3.2,.,-8,-3,-4,9
CCC(C)(C)NC(=O)CN(Cc1cccs1)C(=O)CNS(=O)(=O)c1ccc(C)cc1,-5,-0.1,-1.0,-2.4,-0.3,-2,-2,-5,4
O=C(NCc1cccnc1)/C(=C/c1ccc([N+](=O)[O-])cc1)NC(=O)c1ccccc1,17,-2.1,-0.3,-1.7,.,8,-4,-31,5
O=C(NNS(=O)(=O)c1ccc(F)cc1)c1ccccc1O,18,-1.5,3.7,-0.7,-1.9,-10,3,-7,13
Cc1ccc(N(C(C)C(=O)Nc2cc(Cl)ccc2Oc2ccccc2)S(C)(=O)=O)cc1 (stereo not drawn),8,-1.0,-0.5,-0.1,-1.4,-2,6,-1,-9
COc1cccc(CN2CCN(CCCc3ccccc3)C(CCO)C2)c1OC (stereo not drawn),3,-1.0,3.8,-0.1,-0.4,-4,0,10,-12
O=c1[nH]c(=S)[nH]c(O)c1N=Nc1ccc(OC(F)F)cc1,14,-1.1,0.4,0.5,.,-2,-25,-12,29
CC(C)C(=O)Nc1cccc(C(=O)NCCc2ccc(S(N)(=O)=O)cc2)c1,3,-0.6,?,-2.1,-0.7,13,0,2,-3
O=C(O)c1ccc(F)c(S(=O)(=O)Nc2ccccc2Cl)c1,-1,-2.0,-0.1,5.2,.,0,-2,5,1
O=C(N/N=C/c1cc2ccccc2[nH]1)c1ccccc1Cl,25,4.4,-1.1,1.9,-1.2,-6,0,8,7
O=C(CN1CCN(C(=O)c2ccco2)CC1)Nc1ccc(Br)cc1,4,-0.7,-3.7,-1.3,-0.4,-17,0,-10,-2
CC(C)(C)OC(=O)CNC(=O)c1nc[nH]c1C(=O)N1CCNCC1,0,-1.9,-0.4,2.6,-0.6,-1,-1,3,-3
O=C(NCCCN1CCOCC1)c1ccc(S(=O)(=O)N2CCOCC2)cc1,-1,-1.0,0.3,0.3,-0.9,4,3,2,-13
COc1ccc(/C=C(/NC(=O)c2cccs2)C(=O)NC(C)(C)C)cc1OC,13,0.4,-2.9,0.8,-2.1,?,-3,10,9
CCC1=NC(c2ccccc2Cl)N(O)C1(C)C (stereo not drawn),-5,-0.6,-1.5,-1.5,-0.7,-7,-2,0,-12
CN(C)c1nc2c(c(=O)[nH]c(=O)n2C)n1CCCc1ccccc1,1,1.2,.,4.2,2.1,.,-1,-10,9
O=C(COC(=O)Cc1n[nH]c(=O)c2ccccc12)Nc1ccc(Cl)cc1F,1,-1.4,0.8,4.0,.,-2,0,2,7
O=C(NC1CCCC1)C(c1ccc(F)cc1)N(Cc1ccc(F)cc1)C(=O)c1ccn[nH]1 (stereo not drawn),-5,-1.9,0.7,-1.2,0.6,-2,0,-2,-8
O=C1CC(/C=C/c2ccc(Cl)cc2)=Nc2ccccc2N1,12,0.3,-0.1,-2.4,-1.2,-3,2,-2,6
O=C(N/N=C1\C2CN3CCN(C2)CC1(c1ccccc1)C3)Nc1ccccc1,0,0.4,-0.9,0.7,.,-5,-2,-5,-4
CCOCCCNC(=O)CN1C(=O)c2ccccc2Sc2ncccc21,9,0.8,-0.4,-1.9,-1.3,3,1,6,-8
Cc1cccc(S(=O)(=O)c2c(C)cc(C)[nH]c2=O)c1,5,-0.4,3.6,-0.7,.,-12,0,-4,-25
O=C(c1ccco1)N1CCN(S(=O)(=O)c2ccccc2)CC1,-2,-0.3,-0.8,-0.8,3.4,-19,0,5,9
O=S(=O)(NCCN1CCOCC1)c1ccc(Oc2ccccc2Cl)cc1,-1,-5.4,1.2,0.1,-3.5,6,-10,4,3
CCCCn1c(N)c(N(C)C(=O)c2c(C)nn(-c3ccccc3)c2C)c(=O)[nH]c1=O,-2,-3.8,0.3,1.5,-2.6,2,1,-2,-11
CN(C)CCN(C(=O)C1=COCCO1)c1nc2ccc(Cl)cc2s1,7,-2.1,-2.0,6.1,-0.1,-10,3,-2,0
C=CCN(C(C(=O)OC)C(C)C)S(=O)(=O)CCNCc1ccccc1 (stereo not drawn),4,-1.2,0.1,.,-1.3,-13,0,0,2
Cc1ccc(S(=O)(=O)N2[C@@H](c3ccc(Br)cc3)C(C(=O)O)=CC[C@H]2c2ccc(Cl)cc2)cc1,-3,-16,-0.1,.,4.1,-6,0,5,39*
CCCCn1c(-c2ccco2)n[nH]c1=S,6,-2.6,0.3,0.3,.,5,17,-2,6
O=C(Nc1cc(Cl)ccc1O)C1CC(c2c(F)cccc2Cl)=NO1 (stereo not drawn),6,-1.7,-0.2,-0.5,-6.9,-6,1,8,2
COc1ccc(-c2cc(C(=O)c3c(N)n(C)c(=O)n(C)c3=O)c3ccccc3n2)cc1OC,12,-2.5,-0.1,0.4,.,-1,2,-7,-1
Cc1cccc(NS(=O)(=O)c2cccc(C(=O)N3CCC3)c2)c1,8,-0.8,1.4,-0.6,-0.8,-2,1,3,4
COc1ccc(S(=O)(=O)N2CCOC2CNC(=O)C(=O)NCc2ccncc2)cc1 (stereo not drawn),1,-1.6,-0.9,-1.8,2.8,-7,-1,6,-8
C[C@H]1CN([C@@H](C)CO)C(=O)CCCn2cc(nn2)CO[C@@H]1CN(C)C(=O)C1CCCCC1,-9,-3.5,-0.3,.,0.6&1.9&-2.7,-1,1,-4,-1
COC(=O)c1cnn2c1C(=O)N(Cc1cccs1)CC2,-3,0.3,-0.2,.,0.4,-7,5,7,-14
COc1cc(C2(C)SCCCS2)cc(OC)c1OC,.,.,0.4,.,.,2,.,2,1
COc1nc(Nc2cccc(C)c2)nc(N2CCCCC2)n1,-2,-5.2,0.0,1.1,3.6,-4,-2,-1,1
COc1cc2c(cc1OC)C(C)N(C(=O)c1cc(C)on1)CC2 (stereo not drawn),-4,0.6,0.0,3.4,0.7,6,-3,2,7
C[C@H](NC(=O)c1cc2cc(Cl)ccc2n1C)C(=O)N[C@@H](C(=O)O)c1ccccc1,1,.,-0.5,1.0,0.2,-5,4,4,-3
CCOCCCNC(=O)c1ccc(NC(C)=O)cc1,2,-0.1,-0.1,0.6,-0.9,-2,-1,8,2
CCN1CCN(Cc2ccc(NC(=O)c3ccc(C)c(NC(=O)c4ccno4)c3)cc2C(F)(F)F)CC1,1&11,-4.2&-2.2,-0.4&1.0,1.3,4.0&8.7,-2&-8,1&3,-6&1,4&-8
O=C(CCc1ccccc1)NCc1ccccc1,3,-0.6,0.1,2.9,.,-3,1,-3,15
CCn1c(SCC(=O)N/N=C/C=C/c2ccco2)nnc1-c1ccc(OC)cc1,28,-4.9,0.1,1.9,.,2,0,-2,25
O=C(C1CCN(c2nc3nonc3nc2N2CCCCC2)CC1)N1CCOCC1,14,-3.4,-0.3,-0.9,0.9,-2,1,-9,-1
CN(CC(=O)Nc1ccccc1Cl)C(=O)CSc1nncn1C,4,-4.3,.,0.2,0.0,.,-3,-3,3
CC1CC(C)CN(C(=O)c2cc3c(=O)n4ccccc4nc3s2)C1 (stereo not drawn),8,.,1.5,-1.8,0.1,3,53*,-12,-38
N#CCCN1CCn2c1nc1ccccc12,-5,-3.9,-0.1,-0.4,-1.8,2,0,-2,21
CCOC(=O)N1CCN(C(=O)C2CCC(=O)N(CCc3ccccc3)C2)CC1 (stereo not drawn),-8,-2.9,-1.2,-0.8,-0.5,-3,-2,2,-3
CCOC(=O)c1c(C)[nH]c(C)c1S(=O)(=O)N(C)CC(=O)Nc1cc(C)ccc1OC,-4,-1.7,1.9,-0.7,0.8,2,3,8,19
COc1ccc(S(=O)(=O)N2CCN(C(=O)[C@@H]3CCCN3C(=O)c3cccs3)CC2)cc1,0,-1.4,.,.,1.4,.,3,-6,-6
O=S(=O)(c1ccc(F)cc1)N1CCN(S(=O)(=O)c2cccs2)CC1,-15,1.5,1.4,0.7,1.6,2,2,7,9
CCOc1ccc(OCCOCCn2ccnc2)cc1,2,0.9,-1.0,0.4,-1.2,-5,0,0,15
CCCCC(=O)NC(=S)Nc1cccc(NC(=O)CC)c1,11,0.9,2.5,0.1,1.7,6,-2,-2,-6
COc1ccccc1OCCCCNC(C)(C)C,-4,-0.3,-1.5,-2.7,0.0,1,4,-6,-16
Cc1ccc(/C=C2/C(=O)ON=C2c2ccccc2)o1,7,3.1,-0.8,1.8,.,-8,0,-10,-3

# In another format: 2 of the compounds above.
structure | GDH-TPI inh | FadD28 FP inh | BoNT A protease | UGM FP inh | BioA inh | BoNT F protease | FBA Mtb inh | PrPC TRFRET | CCHFV vOTU inh
CCOC(=O)N1CCN(C(=O)C2CCC(=O)N(CCc3ccccc3)C2)CC1 (stereo not drawn) | -8 | -2.9 | -1.2 | -0.8 | -0.5 | -3 | -2 | 2 | -3
CCOC(=O)c1c(C)[nH]c(C)c1S(=O)(=O)N(C)CC(=O)Nc1cc(C)ccc1OC | -4 | -1.7 | 1.9 | -0.7 | 0.8 | 2 | 3 | 8 | 19
